# Screening results: PubChem BioAssay, The Scripps Research Institute Molecular Screening Center
# TTR transcr act: activators of transthyretin transcription. SH-SY5Y TTR promoter Gaussia luciferase, luminescence; 100% = recombinant luciferase protein wells. activation, % at 16.7 µM. 92,000 compounds, 1.3% hits. AID 1117267;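 active means activation above the mean of all tested compounds plus 3 SD, cut at about 9.5% in these data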;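 further: cells exposed to compounds for one day before reading; 0% = median of all test compound wells on the plate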
# * hit, by the source's call. An excerpt. The share of hits here may be higher or lower than overall.
SMILES	TTR transcr act
COc1cc(C2C3=C(COC3=O)Oc3cc4c(cc32)OCO4)cc(OC)c1OC(C)=O (stereo not drawn)	-0.2
CC(=O)Nc1nc(C)c(Oc2ccc(C)cc2)c(=O)[nH]1	0.6
COc1cc(C(=S)N2CCOCC2)cc(OC)c1OC(=O)c1ccccc1[N+](=O)[O-]	-0.4
CCOC(=O)c1cnn(-c2ccc(Cl)cc2)c1C1CCN(C(=O)OC(C)(C)C)CC1	-2.5
COC(=O)c1ccccc1NC(=O)C12CC3CC(C1)CC(n1cnc(Cl)n1)(C3)C2	1.4
Cc1nnn(C23CC4CC(CC(CC(=O)Nc5ccc(C)c(Cl)c5)(C4)C2)C3)n1	-0.2
Cc1nc(N/N=C/c2ccccc2)nc(N(C)c2ccccc2)c1[N+](=O)[O-]	5.6
CC(C)(C)OC(=O)C[C@H]1C/C=C\C[C@H](CC(=O)NCCO)C(=O)NC[C@@H](c2ccccc2)OC1=O	2.1
Cc1ccc(C(=O)O)cc1NC(=O)C1CCCN1S(=O)(=O)c1cccc2nsnc12 (stereo not drawn)	8.9
Cc1cnc(NC(=O)CSc2nc3ccccc3s2)s1	0.4
O=C1CCC(=O)N1c1ccc(CSc2nc3ccccc3[nH]2)cc1	4.4
O=C(c1cccc(C(F)(F)F)c1)C1CCCN(C(=O)CCCN2CCCC2=O)C1 (stereo not drawn)	-1.2
COCCNCCCOc1ccc(C)cc1Br	1.3
Cc1cc(SCNC(=O)c2ccccc2)nc(C(C)C)n1	-1.0
CCN(CC)S(=O)(=O)c1ccc(NC(=O)COC(=O)c2ccc(Br)o2)cc1	-0.6

# Looked up one by one from the list above:
SMILES	TTR transcr act
Cc1nnn(C23CC4CC(CC(CC(=O)Nc5ccc(C)c(Cl)c5)(C4)C2)C3)n1	-0.2
Cc1ccc(C(=O)O)cc1NC(=O)C1CCCN1S(=O)(=O)c1cccc2nsnc12 (stereo not drawn)	8.9

# Next part.
SMILES	TTR transcr act
O=C(COC(=O)CNC(=O)c1ccc(Cl)c([N+](=O)[O-])c1)NC(=O)c1ccccc1	-1.3
COc1ccc(/C=C/C(=O)NC2CCN(Cc3ccccc3)CC2)cc1OC	2.1
CCOc1ccccc1-c1nnc(SCC(=O)NC2CC3CCC2C3)n1CC (stereo not drawn)	-1.7
Cc1cc(C)cc(NC(=O)c2nccnc2C(=O)O)c1	-1.1
C[C@H]1[C@@H](OC(=O)Nc2ccccc2F)CC[C@@]23CCCN2C(=O)CCC[C@@H]13	1.6
COc1ccc([N+](=O)[O-])cc1NC(=O)c1cncc(Br)c1	2.8
Cc1ccc(NC(=S)NNC(=O)CSc2nnc(-c3ccc(Cl)cc3)n2C2CCCCC2)cc1	1.5
CC(C)n1c(N2CCN(C(=O)Nc3ccc(Cl)cc3)CC2)nc2ccccc21	-1.3
COc1cc(C(=O)NNC(=O)c2cccc(Cl)c2)ccc1OCC(=O)N1CCOCC1	2.4
CCOc1cc2[nH]c(=S)n(Cc3ccc(C(=O)NCCCN4CCOCC4)cc3)c(=O)c2cc1OCC	1.5
Cc1cc(C(=O)OCC(=O)NCc2ccc3c(c2)OCO3)c2ccccc2n1	1.5
Cc1ccc(C(C)C)c(OCc2ccc(C(=O)N/N=C/c3ccc(O)c(O)c3)cc2)c1	-2.4
COc1ccc(C(CNC(=O)Cn2[nH]c(=O)c3ccccc3c2=O)N2CCCC2)cc1 (stereo not drawn)	3.0
CC(c1ccco1)N(C(=O)c1ccc(C#N)cc1)c1ccccn1 (stereo not drawn)	1.8
COc1ccc(N(C(=O)c2cnsn2)C(C(=O)NC2CCCCC2)c2ccncc2)cc1 (stereo not drawn)	-0.6

# Individual results from the list.
# CCOc1ccccc1-c1nnc(SCC(=O)NC2CC3CCC2C3)n1CC (stereo not drawn) in TTR transcr act has -1.7
# COc1ccc(/C=C/C(=O)NC2CCN(Cc3ccccc3)CC2)cc1OC in TTR transcr act has 2.1
# COc1ccc(C(CNC(=O)Cn2[nH]c(=O)c3ccccc3c2=O)N2CCCC2)cc1 (stereo not drawn) in TTR transcr act has 3.0

# In the list so far, 2 have a furan ring, fused or not:
SMILES	TTR transcr act
CCN(CC)S(=O)(=O)c1ccc(NC(=O)COC(=O)c2ccc(Br)o2)cc1	-0.6
CC(c1ccco1)N(C(=O)c1ccc(C#N)cc1)c1ccccn1 (stereo not drawn)	1.8

# Next compounds.
SMILES	TTR transcr act
Cc1ccc(Cn2nnc3c(=O)[nH]c(C4CCN(S(=O)(=O)Cc5ccccc5)CC4)nc32)cc1	-1.3
COc1ccc(NC2=Nc3cccc4cccc2c34)cc1OC	-2.8
COC(=O)c1cc(-c2cccc(C#N)c2)c(=O)n2c1CCC2	-1.1
CC(C)c1ccccc1OCCCCN1CCCCC1	0.5
COC(=O)C1CCN(C(=O)Cc2ccc(C)cc2)CC1	-0.9
Nc1nc2ccccc2n1/N=C/c1ccc([N+](=O)[O-])s1	-2.2
COc1cccc(C2Nc3ccccc3C(=O)N2Cc2ccccc2)c1 (stereo not drawn)	3.9
Cc1nn(-c2ccccc2)c2nc(Cl)c(C(=O)O)cc12	2.4
COc1ccccc1C(=O)NCCC(=O)N1CC(=O)Nc2ccccc21	-2.0
O=C(Nc1ccc(Br)c2cccnc12)c1ccc(Cn2cc(Cl)cn2)o1	-1.5
COc1cc(COc2ccc3c(C)c(Cc4ccccc4)c(=O)oc3c2C)cc(OC)c1OC	6.6
CN1C(=O)/C(=C/C=C2/CCCN2C)N(C)C1=S	6.8
O=C(COC(=O)COc1ccccc1F)Nc1cccc(S(=O)(=O)N2CCCCC2)c1	-0.3
CCN(CC)S(=O)(=O)c1ccc(Cc2ncc(C(F)(F)F)cc2Cl)s1	9.9*
CCc1nccn1S(=O)(=O)c1cc(C)c(OC)cc1C	0.6
CCCCNC(=O)O[C@@H]1C[C@H]2CCC(=O)N3CC[C@@H](C1)[C@@H]23	0.0
Cc1ccc(C)c(N2CCN(C(=O)c3cc(S(=O)(=O)N4CCOCC4)ccc3F)CC2)c1	-0.6
COc1ccc(-c2c(C)nn(-c3ccccc3)c2NC(C)=O)cc1OC	4.1
CN(C)C(=O)CCc1ccc2c3c([nH]c2c1)[C@]1(CCC2CCCC2)[C@@H](C(=O)N2CCOCC2)C[C@H](CC(=O)NCCN2CCOCC2)C(=O)N1CC3	-0.9
CCCc1cc(=O)[nH]c(SCC(=O)Nc2oc(C)c3c(C)n[nH]c(=O)c23)n1	0.1
COc1ccc(NC(=O)Nc2cccc3c2O[C@H](CN(C)C(=O)Nc2ccc4c(c2)OCO4)[C@@H](C)CN([C@H](C)CO)C3=O)cc1	4.5
COc1cc(/C=N/NC(=O)c2c(C)nnn2-c2nonc2N)ccc1O	-1.5
CN(Cc1ccccc1)c1cc2c(c3c1ccn3C)C1CCC2C1 (stereo not drawn)	2.7
COc1ccc(-n2nc(C(=O)Nc3ccc4c(c3)OCO4)c3ccccc3c2=O)c(OC)c1	3.0
C/C(=N\O)C(=O)C(CN1CCCCC1)CN1CCCCC1	7.4
CC(C(=O)c1ccc(Br)cc1)[n+]1cccc(NC(=O)c2ccccc2)c1 (stereo not drawn)	4.8
Cc1ccc(CC(SCc2ccccc2)C(=O)O)cc1C (stereo not drawn)	-1.2
N#C/C(=C(/O)CSc1ccccc1C(=O)O)c1nc2ccccc2s1	-0.2
Cc1cc(C)c2nc(SCC(=O)N(C)C3CCS(=O)(=O)C3)cc(C)c2c1 (stereo not drawn)	-0.4
COc1ccc(Cn2cc(Cn3c4ccccc4c(=O)n3C(C)C)nn2)cc1	15.5*
O=S(=O)(Nc1nc(SCc2ccc(Cl)cc2)n[nH]1)c1ccc(F)cc1	1.9
CN(C)C1CCCCC=CC(=O)NC1 (stereo not drawn)	-0.6
Cc1ccc(C(=O)NNC(=O)c2ccncc2)cc1C	1.1
CC(C)C[C@H]1CNC(=S)N1C[C@H]1CCCN1C[C@H](CC(C)C)N1C[C@H](Cc2ccc(O)cc2)N(CC2CCCCCC2)C1=S	24.9*
Cc1ccc(C(=O)N2CCC(n3nccc3NC(=O)Nc3cccc(F)c3)CC2)cn1	-1.8
COC(=O)/C=C1\C(=O)N(c2nc3ccccc3s2)C(=S)N1c1ccc(F)cc1	-2.5
Cc1ccc(C)c(CS(=O)(=O)c2cn(CC(=O)N3CCCCC3)c3ccccc23)c1	-0.2
CCC(/C=N/NC(=O)C(N)=O)CC	0.7
C=CCN1C(=O)C2C(C(=O)NC3CCCCC3)C3C=CC2(O3)C1C(=O)NC1CCCC1 (stereo not drawn)	1.0
CCC1S/C(=N/S(=O)(=O)c2ccc(N)cc2)NC1=O (stereo not drawn)	0.6
Cc1cc(C)nc(SCc2nnc(SCC(=O)Nc3nccs3)n2C)n1	1.4
C=CCNC(=O)c1ccc2c(c1)N(CC)C(=O)c1ccccc1S2	-1.9
Cc1cc(C)n(-c2cccc(Cl)c2)c(=O)c1C#N	0.4
Cc1cccc(C)c1NC(=O)CN(C)C(=O)CCC(=O)c1ccccc1	0.0
Fc1ccc(CN2CCSCC2)cc1Br	3.1
CCOc1cc(/C=N/NC(=O)CSc2nncn2C)ccc1OCc1ccccc1	2.8
COc1cccc(C2C(C(=O)c3cccs3)=C(O)C(=O)N2CCN(C)C)c1OC (stereo not drawn)	0.4
COc1cccc(CNn2cnnc2)c1O	-0.4
CCOC(=O)c1c(C)c(C(=O)N2CCN(c3ccc(F)cc3)CC2)c(C)n1C	0.6
COc1ccc(C)cc1C(=O)CCC(=O)NC1CCCCC1	-0.6
NS(=O)(=O)c1ccc(CCNCC(=O)NC2CC2)cc1	5.5
COc1ccc(OCCNC(=O)C2(C)CCN2Cc2ccc3ccccc3c2)cc1 (stereo not drawn)	8.9
Cc1ccc(-c2csc(C(C#N)=C3CCCC3)n2)cc1	1.3
COc1ccc(CNC(=O)C2CC=CCC2C(=O)O)cc1OC (stereo not drawn)	2.1
Cc1nnc(SCC(=O)Nc2nccs2)o1	1.7
O=c1c2ccccc2cnn1Cc1n[nH]c(=S)n1-c1ccccc1F	-1.0
CCOC(=O)N1CCC(NC(=O)c2cccnc2SC)CC1	3.7
CCOC(=O)C1C(=O)NC(c2ccccc2)=NC1c1ccc(C(C)C)cc1 (stereo not drawn)	-2.5
O=C1NC(=O)C(=C2CCCCCC2)S1	-0.1
CCCCCCC/C=C(\C)[C@@H](O)[C@@H](C)C(=O)N1CCC[C@@H]1C(=O)O	0.1

# Continuation.
SMILES	TTR transcr act
CCOC(=O)C(=CNc1ccc2c(c1)c1ccccc1n2CC)C(=O)OCC	-0.6
CN(C)c1ccc(-c2noc(C3CCN(S(=O)(=O)c4cccc(C(=O)O)c4)CC3)n2)cc1	-1.1
CCOC(=O)c1c(N2C(=O)CC(Sc3ccccc3C(=O)O)C2=O)sc(C)c1C (stereo not drawn)	-1.5
O=C(OCc1ccc([N+](=O)[O-])cc1)C1CCN(S(=O)(=O)c2ccccc2)CC1	-0.7
COc1ccc(F)cc1CN1CCN(c2ncnc3scc(-c4ccccc4)c23)CC1	0.6
O=C(CN1CCN(S(=O)(=O)c2ccc(F)cc2)CC1)N1CCOCC1	0.4
Cc1nn(CC(=O)NC2(C)CCS(=O)(=O)C2)c(C)c1S(=O)(=O)N(C)C (stereo not drawn)	-1.0
COCCCn1c(=S)[nH]c2c(sc3ccccc32)c1=O	0.4
C=CCNC(=O)NC(=O)COC(=O)/C(C#N)=C/c1cc(C)n(CC(C)C)c1C	-2.0
Cc1ccc(C(NC(=O)CN2C(=O)NC3(CCCC3)C2=O)c2ccccc2)cc1 (stereo not drawn)	1.4
Oc1[nH]c2ccccc2c1N=Nc1ccc(C(F)(F)F)cn1	-1.9
CCOc1cccc(CN2CCCC(N3CCc4cc(OC)c(OC)cc4C3)C2)c1O (stereo not drawn)	-0.4
Cc1[nH]c2ccccc2c1C(=O)COC(=O)c1c(-c2ccccc2)noc1C	1.2
CN(Cc1cccs1)C(=O)c1ccc(Cl)c(S(=O)(=O)N2CCCCCC2)c1	-1.3
CCc1n(CC(O)COCC2CC=CCC2)c2ccccc2[n+]1C (stereo not drawn)	1.4
CCOC(=O)Cn1nnnc1C	0.5
CCOCCCNC1=C(Cl)C(=O)c2ccccc2C1=O	-0.2
O=C(N/N=C/c1ccccn1)c1cccc(S(=O)(=O)Nc2ccccc2Cl)c1	-0.8
COCCN1CCN(C(=O)c2cc(COc3ccc(F)c(F)c3)on2)CC1	-0.8
COCCOC(=O)C1=C(C)NC(=O)NC1c1c(Cl)nc2ccccn2c1=O (stereo not drawn)	2.0
Cc1nn(-c2ccccc2)c(C)c1/C=N/NC(=O)c1cc(-c2cccc3ccccc23)n[nH]1	-1.9
O=C(CSc1ncn[nH]1)N1CCCCC1	0.3
O=C(COc1ccc(F)c(Cl)c1)N[C@H]1CCCN(CC2CC2)C1	0.0
COc1nc2c(c(-c3cc(Br)cs3)c1C#N)Cc1ccccc1-2	0.6
CC(c1ccccc1)C1CC(=O)N(c2ccccc2)C1=O (stereo not drawn)	-0.1
CCOC(=O)/C(C#N)=C/c1ccc(OCC(=O)Nc2cc(C)ccc2C)c(OC)c1	-0.3
COc1ccccc1C(=O)Nc1nnc(S(=O)(=O)N(C)Cc2ccccc2)s1	-0.7
Cc1ccc2c(c1)Oc1ccc([N+](=O)[O-])cc1C(=O)N2	0.8
CC(=O)Nc1c(C#N)c(-c2ccccc2)c(C#N)c(=O)n1-c1ccc(C)cc1	0.2
O=C(Nc1ccccc1Cl)N1C2CCC1CC(O)(c1cccnc1)C2 (stereo not drawn)	2.3
CC(C)CN(C(=O)COC(=O)CCSc1ccc(F)cc1)c1c(N)n(Cc2ccccc2)c(=O)[nH]c1=O	0.7
Cc1cc2ccccc2c(=O)n1CC(=O)NCC(=O)N(C)Cc1ccccc1	1.2
O=C(O)c1ccc(NC(=O)c2cccc(C(=O)Nc3ccc(C(=O)O)cc3)n2)cc1	0.7

# Some of these compounds in order of length of the SMILES, ascending:
SMILES	TTR transcr act
COc1cc(/C=N/NC(=O)c2c(C)nnn2-c2nonc2N)ccc1O	-1.5
Cc1cc(C)c2nc(SCC(=O)N(C)C3CCS(=O)(=O)C3)cc(C)c2c1 (stereo not drawn)	-0.4
CCCCCCC/C=C(\C)[C@@H](O)[C@@H](C)C(=O)N1CCC[C@@H]1C(=O)O	0.1
